# FAK inh: blocks human focal adhesion kinase activity | Q05397 | biochemical FAK kinase activity assay | inhibition, %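 (tested at 7 µM)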 | 97,000 compounds, 0.84% hits | AID 727; in the data active means inhibition above about 19%;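 further: 0% = DMSO and 100% = reference compound high control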
# Rev-RRE block: inhibitors of HIV-1 Rev-RRE RNA interaction. P05866. Rev peptide-RRE RNA binding, FRET. inhibition, % at 8 µM. 97,000 compounds, 0.79% hits. AID 704;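 active means inhibition above the screen-wide mean plus 3 SD, cut at about 35% in these data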;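 further: 0% = median DMSO wells and 100% = median Neomycin B control wells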
# Target sequence (P05866 whole entry, looked up): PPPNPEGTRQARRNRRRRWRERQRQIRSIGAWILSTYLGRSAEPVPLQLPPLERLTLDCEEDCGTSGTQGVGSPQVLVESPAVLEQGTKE
#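 Material: labelled RRE RNA duplex and labelled Rev peptide / Buffer or medium: HEPES pH 7.5 salt buffer with EDTA / Compound dosing: single point, 8 µM final nominal compound concentration / Benchmarks: DMSO low control, neomycin B high control / Timing: 5 min preincubation and 15 min binding, 25 °C / Technique: FRET fluorescence readout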
# S1P2 ag: S1P2 (human) receptor agonism | O95136 | S1P2-expressing cell line, agonist reporter read-out | activation, % at 4.5 µM | 97,000 compounds, 0.46% hits | AID 729; in the data active means activation above about 16%;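 further: 0% = vehicle low control and 100% = maximal reference agonist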
# Target sequence (O95136 whole entry, looked up): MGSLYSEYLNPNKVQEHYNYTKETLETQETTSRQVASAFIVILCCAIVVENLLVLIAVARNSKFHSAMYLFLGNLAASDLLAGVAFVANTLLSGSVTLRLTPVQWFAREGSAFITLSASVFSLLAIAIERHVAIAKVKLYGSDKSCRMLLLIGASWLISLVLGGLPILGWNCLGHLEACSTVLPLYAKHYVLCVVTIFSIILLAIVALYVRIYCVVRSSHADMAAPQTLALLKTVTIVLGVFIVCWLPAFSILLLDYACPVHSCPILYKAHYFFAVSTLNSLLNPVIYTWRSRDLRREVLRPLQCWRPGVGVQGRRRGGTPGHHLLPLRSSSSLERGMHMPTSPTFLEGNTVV
# EphB4 antag: blocks human EphB4 binding to ephrin-B2 | 97,000 compounds, 0.15% hits | AID 720 | inhibition, % at 7 µM | EphB4 LBD / TNYL-RAW-Alexa532 peptide, fluorescence polarization;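 active means inhibition above the screen-wide mean inhibition plus 3 SD, cut at about 15% in these data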;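 further: 0% = DMSO wells and 100% = excess unlabeled TNYL-RAW peptide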
# MT1-MMP txn act: MT1-MMP promoter transcription activation; activation factor at 10 µM; 86,000 compounds, 0.16% hits; HT1080 MT1-MMP promoter luciferase reporter, luminescence, overnight; stronger effect = higher value;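 active means activation factor of at least 2 for MT1-MMP transcription at 10 µM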
# PLK1 PBD inh: blocks phosphopeptide binding to human Plk1 polo box domain; inhibition, %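 (tested at about 20 µM)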; 97,000 compounds, 0.13% hits; Plk1 PBD phosphopeptide binding, fluorescence polarization; P53350; in the data active means inhibition above about 34%, passing the limit was not always enough
# S1P2 antag: antagonists of human S1P2 receptor. O95136. cell-based S1P2 antagonist assay, inhibition at 5 uM. inhibition, % at 5 µM. 97,000 compounds, 0.21% hits. AID 736; in the data active means inhibition above about 45%;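 further: CRE beta-lactamase reporter cells expressing human S1P2 stimulated with S1P; 0% = agonist at EC80 alone and 100% = agonist plus reference antagonist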
# PLK1 kinase inh: inhibitors of human PLK1 kinase; P53350; recombinant PLK1 kinase, TR-FRET peptide phosphorylation; inhibition, % at 10 µM; 97,000 compounds, 0.53% hits; AID 619;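 active means inhibition of 50% or more in the single-concentration screen; inactive means inhibition below 50%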;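 further: 0% = DMSO max control and 100% = H-89 dihydrochloride min control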
# PLAP activator: human PLAP activation. P05187. purified PLAP enzyme, luminescent substrate read-out; stronger effect = higher value. activation fold at 20 µM. 96,000 compounds, 1.2% hits; in the data active means activation fold above about 2
# Target sequence (P05187 whole entry, looked up): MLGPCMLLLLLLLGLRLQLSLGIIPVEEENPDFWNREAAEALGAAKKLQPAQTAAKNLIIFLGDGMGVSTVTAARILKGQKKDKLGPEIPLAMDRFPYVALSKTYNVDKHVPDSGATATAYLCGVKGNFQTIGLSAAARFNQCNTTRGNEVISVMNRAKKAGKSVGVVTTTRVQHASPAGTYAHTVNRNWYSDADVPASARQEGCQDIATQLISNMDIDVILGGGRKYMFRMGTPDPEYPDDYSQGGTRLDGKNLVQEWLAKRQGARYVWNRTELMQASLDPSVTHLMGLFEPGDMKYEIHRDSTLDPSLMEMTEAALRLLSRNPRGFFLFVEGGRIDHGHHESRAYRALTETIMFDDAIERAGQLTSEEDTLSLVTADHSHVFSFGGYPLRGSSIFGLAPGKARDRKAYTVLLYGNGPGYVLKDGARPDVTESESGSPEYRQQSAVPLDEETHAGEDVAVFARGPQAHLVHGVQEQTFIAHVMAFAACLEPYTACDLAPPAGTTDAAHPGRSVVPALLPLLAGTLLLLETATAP
# * = called active by the depositor; . = not tested or not shown.
# Start of the listing, in advance (6 entries):
FAK inh	Rev-RRE block	S1P2 ag	EphB4 antag	MT1-MMP txn act	PLK1 PBD inh	S1P2 antag	PLK1 kinase inh	PLAP activator	SMILES
1	9	1	10	1.2	-1	25	1	1.1	O=C1NC(c2cccnc2)C(C(=O)c2cccs2)C(O)(C(F)(F)F)N1 (stereo unspecified)
1	3	-4	-3	1.1	-21	-4	-2	1.2	COc1ccc(NC(=O)CN(c2ccc(C)cc2)S(C)(=O)=O)c(OC)c1
1	5	-3	0	1.5	-17	11	-17	1.1	Cc1cc(C(=O)COc2ncnc3sccc23)c(C)n1C1CC1
0	1	-13	-6	1.1	4	13	-7	0.9	CCS(=O)(=O)N1CCC(C(=O)NCc2cccnc2)CC1
1	-9	-7	-12	1.1	10	-14	-5	1.9	CC(C)=CCC/C(C)=C/CCC(C)NCCN1CCNCC1 (stereo unspecified)
-2	16	-2	-3	1.2	-9	-22	-2	1	CCc1ccc2oc(=O)cc(CN(C)Cc3ccccc3)c2c1

# The listing, repeating the preview:
FAK inh	Rev-RRE block	S1P2 ag	EphB4 antag	MT1-MMP txn act	PLK1 PBD inh	S1P2 antag	PLK1 kinase inh	PLAP activator	SMILES
1	9	1	10	1.2	-1	25	1	1.1	O=C1NC(c2cccnc2)C(C(=O)c2cccs2)C(O)(C(F)(F)F)N1 (stereo unspecified)
1	3	-4	-3	1.1	-21	-4	-2	1.2	COc1ccc(NC(=O)CN(c2ccc(C)cc2)S(C)(=O)=O)c(OC)c1
1	5	-3	0	1.5	-17	11	-17	1.1	Cc1cc(C(=O)COc2ncnc3sccc23)c(C)n1C1CC1
0	1	-13	-6	1.1	4	13	-7	0.9	CCS(=O)(=O)N1CCC(C(=O)NCc2cccnc2)CC1
1	-9	-7	-12	1.1	10	-14	-5	1.9	CC(C)=CCC/C(C)=C/CCC(C)NCCN1CCNCC1 (stereo unspecified)
-2	16	-2	-3	1.2	-9	-22	-2	1	CCc1ccc2oc(=O)cc(CN(C)Cc3ccccc3)c2c1
1	-3	0	-1	0.9	-13	-8	7	1	Cn1c(NC(=O)Cc2ccc(F)cc2)cc(=O)n(C)c1=O
-1	8	-2	2	1.1	-40	10	-8	0.9	Cc1ccc(CNC(=O)Cn2c(=O)oc3ccccc32)o1
2	1	-9	-1	1.1	8	7	-2	1	CCOc1cc(C2CC(=O)NC3=C2C(=O)C(C(=O)OC)C(C)C3)cc(Cl)c1O (stereo unspecified)
-1	-1	-10	-4	.	-21	1	1	2*	COc1ccc(-c2[nH]ncc2-c2cnn(-c3ccccc3)c2)c(O)c1
-1	6	-6	1	.	27	6	-13	1.1	COc1ccc(N(CC(=O)NC(C)C)S(=O)(=O)c2ccc(NC(C)=O)cc2)cc1
7	10	-1	-2	1.1	-17	13	-8	1.2	CCCc1cc(=O)n2[nH]c(NCc3c(Cl)cccc3Cl)nc2n1
-2	4	-2	-2	.	-13	-15	-3	0.9	Cc1cccc(-n2cnc(C(=O)NC3CCCCCC3)c2)n1
-3	6	-5	0	1.3	-3	-5	-13	1	Cc1nnc(SCC(=O)NCc2cccs2)[nH]c1=O
4	7	-6	-2	1	-1	14	-6	1.5	CCCCn1c(CN2CCN(c3ccccc3)CC2)nc2c1c(=O)n(C)c(=O)n2C
-2	1	-5	-2	1.1	6	4	-4	1	O=C(NCc1ccco1)c1cccs1
0	7	-2	-12	1.3	16	3	-7	1.4	COC(=O)Cn1c(CN(Cc2ccccc2)Cc2ccccc2)nc2c1c(=O)[nH]c(=O)n2C
1	4	-3	-5	1.2	14	-1	-8	1.1	Clc1ccc(NC2=NCCC2)cc1Cl
1	-2	1	-2	1.1	-6	-6	-19	1.3	COC(=O)c1[nH]c2cccc(OC)c2c1NC(=O)C(C)N1CCC(C)CC1 (stereo unspecified)
-4	1	-3	9	1.1	-2	-7	-10	0.8	COc1ccc(C(=O)COc2nc(C)cc(C)c2C#N)cc1
-2	8	-9	1	1.2	-9	6	0	.	CCn1c(SCC(=O)N2CCN(c3ccccc3)CC2)nc2c(c1=O)SC(C)C2 (stereo unspecified)
0	12	-4	6	.	-14	0	-30	0.8	CCOC(=O)N1CCN(C(=S)NC)CC1
0	9	-1	-4	.	-4	15	-4	0.9	CC(=O)c1cc(C#N)c(Oc2cc(C)cc(C)c2)nc1C
-7	2	-4	3	.	14	-4	-7	1.1	Cc1ccc(-n2nc(N)c3c(=O)oc(N(C)C)nc32)cc1
-12	-8	-4	-10	.	-19	-22	-7	1.4	O=C1N/C(=N/Nc2ccccc2)S/C1=C\c1ccccc1
-2	7	-5	0	1	-24	7	-9	.	Cn1c(=O)[nH]c(=O)c2c1nc(N1CCNCC1)n2CCOc1ccccc1
2	7	-6	-7	1	6	1	-16	0.9	O=C(Oc1ccc(Cl)c2cccnc12)N1CCOCC1
2	9	-4	0	.	-15	29	-11	1	O=C(CCN1CCCCC1)c1ccc2c(c1)OCO2
-4	7	-5	-10	0.9	15	6	2	1.1	CC(=O)c1ccc(N2C(=O)[C@@H]3C(CCC(N)=O)NC4(C(=O)Nc5c4ccc(Cl)c5C)[C@@H]3C2=O)cc1 (stereo partly specified)
3	2	-8	7	.	-20	-3	-8	1.2	COc1cc(CNCCCN2CCOCC2)cc(Br)c1OCC(=O)N1CCCCC1
6	3	-12	4	1	-15	2	-1	1	COC(=O)C1=C(CN2CCSCC2)NC(=O)NC1c1cc(C)ccc1C (stereo unspecified)
1	1	-4	4	1.1	-1	16	-14	1.1	COc1ccc(C2/C(=C(/O)c3ccc(Cl)cc3)C(=O)C(=O)N2CCN2CCOCC2)c(OC)c1 (stereo unspecified)
0	4	-6	8	1	11	-7	-10	0.9	COc1cc(CNn2cnnc2)ccc1OCC(=O)NC1CCCCC1
-7	6	-3	-1	1.1	-26	-34	4	1.1	CCOC(=O)c1c(NC(=O)c2ccn(CC)n2)sc2c1CCCC2
-5	-1	-4	-10	1.1	-17	-14	-15	1.1	COc1ccc(S(=O)(=O)NCCCCCC(=O)NCCCN2CCOCC2)cc1
16	8	-3	5	.	26	-6	-10	1.1	Cc1oc2c(c1C(=O)c1ccc(Cl)cc1)C(=O)C(=O)c1ccccc1-2
0	8	3	-3	1.2	-6	24	2	1.4	CCOC(=O)c1c(N)sc(=S)c2c1CCC2
1	2	-6	-4	1.2	-15	-24	-8	1	COc1ccc(CCN2C(=O)CC(Sc3ncccc3C(=O)O)C2=O)cc1OC (stereo unspecified)
2	5	-4	2	1.1	-11	17	-1	0.8	O=C(Cn1nnc(-c2ccccc2)n1)OCc1csc(-c2ccccc2)n1
-1	6	-5	-1	1	1	-7	-16	1	CC1(C)CC(=O)C2=C(C1)OC(N)=C(C#N)C21CCC2(CC1)OCCO2
2	4	-9	3	1.2	-4	-8	-1	0.8	CSc1ccccc1NC(=O)c1ccc(Cl)s1
-2	0	-3	-10	.	-2	-23	-12	1.1	COc1nc(N/N=C/c2ccccc2F)nc(N2CCCCC2)n1
0	8	-7	-3	1.2	27	13	-13	1	CCCCC(=O)Nc1ccc(C(=O)NCC(=O)OC)cc1
1	4	-4	-5	0.9	-2	21	-4	1.6	COC(=O)c1ccc(NC(=O)C2CC(=O)N(c3cc(C)ccc3C)C2)cc1 (stereo unspecified)
0	2	1	6	.	6	-5	3	1	Cc1c(C(=O)OCCOc2ccccc2)[nH]c2c1C(=O)CCC2

# Profiles, quoted from the list. Order of screens: FAK inh | Rev-RRE block | S1P2 ag | EphB4 antag | MT1-MMP txn act | PLK1 PBD inh | S1P2 antag | PLK1 kinase inh | PLAP activator
# COc1ccc(S(=O)(=O)NCCCCCC(=O)NCCCN2CCOCC2)cc1 as listed: -5 | -1 | -4 | -10 | 1.1 | -17 | -14 | -15 | 1.1
# COC(=O)c1ccc(NC(=O)C2CC(=O)N(c3cc(C)ccc3C)C2)cc1 (stereo unspecified) as listed: 1 | 4 | -4 | -5 | 0.9 | -2 | 21 | -4 | 1.6

# Later entries:
FAK inh	Rev-RRE block	S1P2 ag	EphB4 antag	MT1-MMP txn act	PLK1 PBD inh	S1P2 antag	PLK1 kinase inh	PLAP activator	SMILES
-2	4	-4	-4	1.1	22	-24	-12	1.1	COc1ccc(C2CC(c3c(-c4ccccc4)c4cc(Cl)ccc4[nH]c3=O)=NN2S(C)(=O)=O)cc1 (stereo unspecified)
-2	-3	-7	1	1.5	-31	9	3	1.2	CCn1c(SCC(=O)c2ccccc2)nnc1-c1ccoc1C
-2	-3	-1	1	.	-44	-3	18	0.9	CC(C)OC(=O)c1ccc(NC(=O)c2ccco2)cc1
4	7	-4	8	1.1	-6	0	-14	1.2	Cc1cccc2c(=O)cc(C)n(CC(=O)N3CCOCC3)c12
1	-5	-2	-5	.	-30	1	-7	1.2	CC1=NC(C(F)(F)F)(C(F)(F)F)C2=C(CC(C)(C)CC2=O)N1Cc1ccco1
3	8	-3	1	1.4	-1	10	-1	1	O=C(NCc1nc2ccccc2[nH]1)c1cccs1
1	12	-6	8	1.2	-10	15	-15	1	O=C(Nc1ccc(Cl)cc1F)c1ccc(COc2c(F)c(F)c(F)c(F)c2F)o1
3	20	3	0	.	2	3	-10	0.9	CCNc1nc(Oc2c(Cl)cccc2Cl)cc(C(F)(F)F)n1
1	7	-8	-2	1.1	4	1	-17	1.1	CC(=O)c1ccc(OC(=O)N(c2ccccc2)c2ccccc2)cc1
-6	8	0	0	1.1	-9	4	-1	0.9	COc1ccccc1-c1c(NC(=O)c2ccco2)n(-c2ccccc2)nc(C)c1=O
-4	1	-5	-17	1.1	-3	-9	-5	1.3	C=CCOc1cccc(C2C(C(=O)c3ccc(C)o3)=C(O)C(=O)N2CCN(C)C)c1 (stereo unspecified)
1	-1	-8	1	.	17	3	-10	1.4	O=C1CC(=C(c2ccccc2)c2ccccc2)C(=O)N1CCCN1CCN(c2cccc(Cl)c2)CC1
1	-2	2	-8	1	-3	-15	-7	1.1	CC1Oc2ccccc2N(CC(=O)NCCc2ccccc2)C1=O (stereo unspecified)
-1	50*	0	0	1	-36	-3	-8	0.8	CCOc1cc(C2C(C#N)=C(N)OC(C)=C2C(C)=O)cc(Br)c1O (stereo unspecified)
0	7	-3	-7	1.3	8	-2	-15	1.4	CCOC(=O)c1[nH]c2ccc(F)cc2c1NC(=O)CN1CCN(C/C=C/c2ccccc2)CC1
1	7	-3	-4	1	-28	2	-1	0.9	CCOC(=O)c1cc2n(c1C)-c1ccccc1C2=O
-4	3	-2	-6	1.1	6	7	0	1	Oc1ccc(CN2CCCCC2)nc1-c1ccccc1
12	18	-4	8	1	-4	18	-8	1	Cc1cccn2c(=O)c3cc(C(=O)N(C)C)n(C)c3nc12
-2	4	-3	-2	1.1	4	15	-11	0.9	C=CCNC(=O)CC(C)C(CCCCC)C(=O)O (stereo unspecified)
2	9	-3	3	.	-24	-9	-4	1	COc1cccc(/C=N\NC(=O)c2sc(N)nc2C)c1OC
-1	4	-7	3	1.1	-4	15	0	1.1	CCN(CCCNC(=O)CCCn1c(=O)[nH]c2ccccc2c1=O)c1cccc(C)c1
1	1	-2	-2	1.1	-2	-1	-2	0.9	COc1ccc(N2CCN(c3oc(COc4ccc(Cl)cc4)nc3C#N)CC2)cc1
9	15	-5	7	.	11	-2	8	1.1	CC(C)N1C(=O)CC2(CC[N+](C)(CCOC(=O)C(c3ccccc3)c3ccccc3)CC2)C1=O (stereo unspecified)
0	8	-4	3	1.3	-3	-6	-9	.	COc1ccc(C(=O)NCCn2cc(SCC(=O)Nc3nnc(C)s3)c3ccccc32)cc1
1	2	-2	-4	1.1	-16	-18	-2	1	CCSc1ncnc2c(C#N)c3n(c12)CCCCC3
-2	-3	-2	3	1.1	-5	-9	2	1.2	CCCCCCn1c(N2CCC(C)CC2)nc2c1c(=O)[nH]c(=O)n2C
0	7	-3	2	1.1	-5	4	-21	1	O=C(CC1(O)C(=O)N(Cc2ccccc2)c2ccccc21)c1ccncc1 (stereo unspecified)
1	2	-10	2	1.1	17	-7	-6	1	COc1cccc(OCC(=O)Nc2ccccc2NC(C)=O)c1
-2	0	-4	-2	1.3	8	10	-8	1.4	CCOc1ccc(C(=O)N(CN2CCCC2=O)c2ccccc2)cc1
6	5	-1	2	1	-3	14	-6	1.1	CC(=O)Nc1cc(NC(C)=O)cc(C(=O)OCC(=O)N2CC(C)OC(C)C2)c1 (stereo unspecified)

# Source: PubChem
